Screens: PubChem, Broad Institute
ARNT TACC3 PPI: disruptors of ARNT/TACC3 protein interaction, primary screen, biochemical, AlphaScreen, single concentration; AlphaScreen His-ARNT PAS-B/GST-TACC3 binding, luminescence; TACC3 fragment carries E629A point mutation; 390,000 compounds, 0.66% hits; Transforming acidic coiled-coil-containing protein 3 (Homo sapiens), Q9Y6A5; inhibition, % at 9.99 µM;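 active means mean inhibition of replicates at least 50% and at least half of replicates each reaching 50%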;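 further: 0% = complete ARNT plus TACC3 wells and 100% = ARNT alone without TACC3; many hits fall short of the cut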
The depositor's hits bear a star.

item | Structure | ARNT TACC3 PPI
1 | CC(NS(=O)(=O)c1ccc2c(c1)OCCCO2)C(=O)O (centres undefined) | -7
2 | CC(=O)C1=C(O)C(=O)N(c2nccs2)C1c1ccccc1 (centres undefined) | -7
3 | COc1ccc(C2Nc3ccccc3C(=O)N2Cc2ccco2)cc1COc1ccccc1F (centres undefined) | -1
4 | Cc1ccc(-n2nc(C)c3c(-c4cccs4)c(C#N)c(N)nc32)cc1 | -2
5 | C=CCS/C(=N\n1cnc2ccccc2c1=O)N(CC)CC | 4
6 | COc1cccc(Nc2ncccc2C(=O)NCc2ccccc2)c1 | -6
7 | CC(NC(=O)CCC(=O)N1CCN(S(=O)(=O)c2ccc(Cl)cc2)CC1)c1ccccc1 (centres undefined) | -4
8 | COc1ccc(/C=C/C(=O)Nc2ccccc2C(F)(F)F)cc1 | -2
9 | O=C(c1ccccc1C(=O)N(c1ccccc1)c1ccccc1)N1CCCCC1 | -9
10 | Cc1cc(-c2ccccc2)n(-c2ccc(C(N)=O)cc2)n1 | -2
11 | COc1ccc(-c2cc(-c3nnc(COC(=O)CC4CC5CCC4C5)o3)c3ccccc3n2)cc1OC (centres undefined) | -7
12 | O=C(Oc1ccccc1)c1ccccc1OS(=O)(=O)c1ccccc1 | -8
13 | Cc1cccnc1NC(=O)Cn1nc(-c2ccccc2)oc1=S | -3
14 | O=C(NC1CCCC1)c1ccc(Br)s1 | 5
15 | NNC(=O)c1cc(Br)cs1 | -3
16 | CCOC(=O)N1CCN(c2c(F)cc3[nH]c(=S)[nH]c3c2Br)CC1 | -3
17 | COc1cc2[nH]c(=O)n3nc(-c4ccccc4)nc3c2cc1OC | 23
18 | CCN(CC)S(=O)(=O)c1cccc(C(=O)N/N=C/c2ccc(O)c(O)c2O)c1 | 59*
19 | CC1(C)CC2(CCO1)N1CC3(C)CN2CC(C)(C1)C3=O (centres undefined) | -10
20 | CCN(C(=O)CCc1nc(-c2ccccc2F)no1)c1cc(OC)ccc1OC | -1
21 | O=C(Cc1ccc([N+](=O)[O-])cc1)Nc1nnc(C2CC2)s1 | -33
22 | O=C(O)CCCNS(=O)(=O)c1cccs1 | -8
23 | CNC(=O)/C(=C\c1ccc2c(c1)OCO2)NC(=O)c1ccc(Br)cc1 | 0
24 | COc1ccc(Nc2ccc(S(=O)(=O)N3CCCCC3)cc2[N+](=O)[O-])cc1OC | 17
25 | O=C(CCNC(=O)c1ccc(Cl)cc1)Nc1ccc(F)cc1F | -2
26 | O=C(O)C1C2C=CC(CC2)C1C(=O)O (centres undefined) | 8
27 | CCOC(=O)c1ccc(NC(=O)c2ccc(C)c(S(=O)(=O)N3CCOCC3)c2)cc1 | 5
28 | COc1ncnc2c1sc1nc(-c3ccccc3)c3c(c12)CCCC3 | 0
29 | Nc1c(C(=O)NC2CC2)sc2nc3c(c(-c4ccco4)c12)CC/C3=C/c1ccco1 | 8
30 | Cc1cc(=O)[nH]c(SCc2nc3ncccn3c2Br)n1 | -8
31 | Cc1c(O)c(CN2CCCCC2)cc2c1oc(=O)c1ccccc12 | -13
32 | CC(=O)Nc1ccc(S(=O)(=O)Nc2ccc3c(c2)OCCO3)cc1 | 0
33 | CC(C)(C)NS(=O)(=O)c1cc(C(=O)Nc2sccc2C#N)ccc1Cl | 7
34 | COCCn1c(C)cc(C(=O)CSc2ccc(NC(C)=O)cc2)c1C | -6
35 | COc1ccccc1Cn1c(-c2ccccc2OC)nc2ccccc21 | 8
36 | Cc1cc(NC(=O)c2cc(C)on2)n(-c2ccccc2)n1 | -2
37 | Cc1csc2nc(=O)c3ccccc3n12 | 12
38 | COc1ccc(C(CC(=O)Nc2cc(OC)cc(OC)c2)n2cccc2)cc1 (centres undefined) | -5
39 | CC1CCC2C(=O)N(c3ccc(NC4CCCCC4)c([N+](=O)[O-])c3)C(=O)C2C1 (centres undefined) | 8
40 | O=C1C2C3C=CC(C3)C2C(=O)N1CNc1ccccn1 (centres undefined) | -8
41 | COc1ccc(CCN(Cc2ccc(C(C)C)cc2)S(=O)(=O)c2ccc(S(=O)(=O)N(C)C)cc2)cc1OC | -2
42 | Cc1[nH]nc2oc(=O)c(CCO)c(C)c12 | -3
43 | Fc1cccc(C2CC(c3cccc(Br)c3)Nc3nnnn32)c1 (centres undefined) | -5
44 | O=C(Cc1ccccc1)NC(=S)Nc1cccc(C(F)(F)F)c1 | -2
45 | CCCCc1ccc(N=N/C(C(=O)Nc2cc(OC)c(NC(C)=O)cc2OC)=C(/C)O)cc1 | -9
46 | CCN(CC)S(=O)(=O)c1ccc2oc(C(=O)N3CCc4ccccc4C3)c(C)c2c1 | -8
47 | Cc1cccc2sc(NC(=O)CN(C)S(=O)(=O)c3cccs3)nc12 | -2
48 | COc1ccc(NC(C)C(=O)N/N=C/c2ccccc2OCc2cccc(Br)c2)cc1 (centres undefined) | 3
49 | O=[N+]([O-])c1ccc(Cl)c(/C=N/NC(=S)Nc2ccccc2)c1 | 1
50 | COc1ccc(-c2nnc(SCC(=O)NCc3cccs3)n2C(C)C)cc1 | -11

Further compounds.
item | Structure | ARNT TACC3 PPI
51 | COc1ccc(C2CC(c3ccccc3)=NN2C(=O)COC(=O)c2ccc(Cl)nc2)cc1 (centres undefined) | 4
52 | CC1=C(C(=O)OCc2ccccc2)C(c2ccc(C)o2)C2=C(CCCC2=O)N1 (centres undefined) | -3
53 | C=CCNc1sc(C(=O)c2ccccc2)c(N)c1C#N | -10
54 | CCOC(=O)c1c(NC(=S)Nc2ccccc2)sc2c1CCCCC2 | 5
55 | O=C(Nc1ccc(Cl)c(Cl)c1)Nc1nnc(-c2ccncc2)s1 | -13
56 | COc1ccc(CC(=O)NNC(=O)COc2ccc(Br)cc2C)cc1OC | -5
57 | COc1ccc(-c2nnc(SCC(=O)Nc3ncc(C)s3)n2-c2ccccc2)cc1OC | 5
58 | O=S(=O)(Nc1nc2ccccc2nc1N1CCc2ccccc2C1)c1ccc(Br)cc1 | -8
59 | Cc1nc(CS(=O)(=O)c2ccc(Cl)cc2)cc(Sc2ccccc2Cl)n1 | -12
60 | O=C(OC(C(=O)NC1CCCC1)c1ccccc1F)c1ccco1 (centres undefined) | -7
61 | O=c1c(-c2ccccc2)c(O)nc(SCCN2CCOCC2)n1-c1ccccc1 | -3
62 | COC(=O)c1sc(-c2ccccc2)cc1NC(=O)c1ccc(F)cc1 | -8
63 | CCOC(=O)c1c(C)c(C(=O)NC2CCCCC2)c(C)n1CC | 4
64 | CCOc1cc(C2C(C#N)=C(N)OC(C)=C2C(C)=O)cc(Br)c1O (centres undefined) | 0
65 | COCCn1c(-c2ccc(OC)cc2)nc2ccccc21 | 1
66 | CCCOc1ccc(CSCCNC(=S)Nc2ccccc2)cc1 | -5
67 | c1ccc(-c2cn3nc(-c4ccccc4)cnc3n2)cc1 | 3
68 | CN=C(c1ccccc1)c1c(C)cccc1C | -5
69 | CCOC(=O)C1=C(C)N(C)C(=O)NC1c1c(C)nn(-c2ccc(C)cc2)c1Cl (centres undefined) | -16
70 | CCOC(=O)CN1NC2(CCC(C)CC2)NC1=S (centres undefined) | -2
71 | Cc1cc2ncc(Cl)nc2cc1C | -1
72 | CCn1cc(/C=N/NC(=O)COc2cccc3cccnc23)c2ccccc21 | -5
73 | OC(c1ccccn1)(c1ccccn1)c1ccccn1 | 75*
74 | COC(=O)c1c(NC(=O)CN2CCC3(O)CCCCC3C2c2cc(OC)ccc2OC)sc(C)c1C (centres undefined) | 0
75 | COc1ccc(NC(=O)CSc2nnc(C)n2Cc2ccccc2)cc1 | 28
76 | COc1ccc([N+](=O)[O-])cc1NC(=O)C1CCCO1 (centres undefined) | 0
77 | CCOC(=O)N1CCN(C(=O)C2COc3ccccc3O2)CC1 (centres undefined) | -3
78 | Oc1ccc(N=C/C=C/c2cccc(Br)c2)cc1-c1nc2ccccc2s1 | 39
79 | O=C(NCCN1CCOCC1)NC1(C(F)(F)F)Oc2ccc(Cl)cc2O1 (centres undefined) | -14
80 | CCOc1ccc(-n2c(SCC(=O)Nc3ccc(OC)cc3)nc3c(c2=O)SCC3)cc1 | 1
81 | CN=C1S/C(=C\c2cn(CC(=O)OC)c3ccccc23)C(=O)N1C | 3
82 | O=C(COC(=O)CNS(=O)(=O)/C=C/c1ccccc1)Nc1cccc2ccccc12 | 7
83 | CC(C)(C)C(=O)CN1CCN(S(=O)(=O)c2ccc(F)cc2)CC1 | -11
84 | COc1cc(C2NC(=O)CS2)cc(OC)c1OC (centres undefined) | 1
85 | Cc1nnc(SCC(=O)N2c3ccccc3CC2C)[nH]c1=O (centres undefined) | -5
86 | Cc1ccnc(NS(=O)(=O)c2ccc(NC(=O)c3cncc(Br)c3)cc2)n1 | -19
87 | O=C(COc1ccc(Cl)cc1)NC1=NN(c2ccccc2)C(=O)C1 | -6
88 | CC(=O)Nc1ccc(N2CCCC2)cc1 | 11
89 | CC(=O)c1c(N2CCOCC2)nc(=S)n(Cc2ccccc2)c1C | 0
90 | Cc1[nH]oc(=O)c1N=Nc1c(Cl)cccc1Cl | 0
91 | CCSc1nnc(NC(=O)C2CC=CCC2C(=O)O)s1 (centres undefined) | -9
92 | CC(=O)Nc1c(C(=O)N2CCN(c3ccccn3)CC2)cnn1-c1ccc(C)cc1 | -16
93 | CCC(C)(c1nnnn1-c1c(C)cccc1C)N(N=O)c1ccccc1Cl (centres undefined) | 5
94 | O=C(CSc1nnc(-c2c[nH]c3ccccc23)o1)c1ccccc1 | -4
95 | CCOC(=O)C1=C(CSc2nc3c(cc2C#N)CN(C)CC3)OC(N)=C(C#N)C1c1ccc(Cl)cc1 (centres undefined) | 10
96 | N#CCC(=O)N/N=C1\CCCCC1C1CCCCC1 (centres undefined) | -3
97 | O=[N+]([O-])c1ccc(Oc2ccc(F)cc2Br)c2ccncc12 | -37
98 | CCOC(=O)C1CCCN(C(=O)CSc2ccc(Br)cc2)C1 (centres undefined) | -2
99 | O=C(NN1C(=O)C2C3c4ccccc4C(c4ccccc43)C2C1=O)c1ccccc1 (centres undefined) | -9
100 | Cc1ccc(-c2csc(NC(=O)c3c(C)noc3C)n2)s1 | 5

Entries above that bear a hit mark in ARNT TACC3 PPI:
item | Structure | ARNT TACC3 PPI
18 | CCN(CC)S(=O)(=O)c1cccc(C(=O)N/N=C/c2ccc(O)c(O)c2O)c1 | 59*
73 | OC(c1ccccn1)(c1ccccn1)c1ccccn1 | 75*

Carrying on.
item | Structure | ARNT TACC3 PPI
101 | Cc1nc2ccc(NC(=O)Cc3ccsc3)cc2s1 | -2
102 | Cc1cc(C(=O)CSc2ncn[nH]2)c(C)n1-c1cccc(S(=O)(=O)N2CCOCC2)c1 | -2
103 | COC(=O)N(NC(=O)C(O)(c1ccccc1)c1ccccc1)c1ccc(C)cc1 | 1
104 | COc1ccc(S(=O)(=O)NCCc2nnc3ccc(SCC(=O)Nc4nc(C)cs4)nn23)cc1 | -2
105 | CC(C)c1ccc(S(=O)(=O)c2nnn3c2nc(N2CCCCC2)c2ccccc23)cc1 | -2
106 | Cc1nn(C(=O)CNS(=O)(=O)c2ccccc2)c(C)c1Sc1ccc(Cl)cc1 | 2
107 | CC(C)CN(C(=O)COC(=O)C1c2ccccc2Oc2ccccc21)C1CCS(=O)(=O)C1 (centres undefined) | -5
108 | O=S(=O)(Cc1ccc(Cl)cc1)c1ccccc1-c1nnc(-c2ccc(Cl)cc2)o1 | 0
109 | O=C(NCCN1CCOCC1)NC1(C(F)(F)F)Oc2ccccc2O1 | -11
110 | O=C(NCCO)c1cccc2c1C(=O)c1ccccc1-2 | -16
111 | Cc1ccccc1NC(=O)Cc1nc(CCl)cs1 | -2
112 | COC(=O)c1sccc1NC(=O)c1cc(-c2ccc(C)cc2)nc2ccccc12 | -4
113 | N#C/C(=C\c1ccc(-c2ccc([N+](=O)[O-])cc2Br)o1)C(=O)N1CCN(c2ccccc2)CC1 | -2
114 | Cn1ncc2c1ncn1nc(COc3ccc4ccccc4c3)nc21 | -6
115 | NCCNc1ccc([N+](=O)[O-])c(Sc2nc3ccccc3[nH]2)c1 | 2
116 | O=C(NCc1ccc(F)cc1)c1c2c(nc3ccccc13)CCN(Cc1ccccc1)C2 | 3
117 | O=C(NC(=S)N1CCN(c2ccc(Cl)cc2[N+](=O)[O-])CC1)c1ccco1 | 3
118 | Cc1cc(Cl)ccc1OCC(=O)OCC(=O)Nc1ccc(F)c([N+](=O)[O-])c1 | -7
119 | C=C(C)Cn1c(COc2ccccc2)nnc1SCC(=O)O | -3
120 | Cc1[nH]c2ccccc2c1CCO | 4
121 | Cc1cccc(-c2noc(-c3ccc(Cl)cc3[N+](=O)[O-])n2)c1 | 18
122 | COc1cc(/C=C/C(=O)NC(C)CCc2ccccc2)cc(OC)c1OC (centres undefined) | 3
123 | C=C(C(=O)c1ccccc1)C(C)CC(=O)c1ccccc1 (centres undefined) | -20
124 | Cc1cc(NC(=O)COC(=O)C2CCN(S(=O)(=O)c3cccc(Cl)c3Cl)CC2)no1 | -10
125 | Cc1sc(NC(=O)CSc2nnc(COc3ccccc3)n2C)c(C#N)c1C | -2

Of the compounds above, four have a CF3 group:
item | Structure | ARNT TACC3 PPI
8 | COc1ccc(/C=C/C(=O)Nc2ccccc2C(F)(F)F)cc1 | -2
44 | O=C(Cc1ccccc1)NC(=S)Nc1cccc(C(F)(F)F)c1 | -2
79 | O=C(NCCN1CCOCC1)NC1(C(F)(F)F)Oc2ccc(Cl)cc2O1 (centres undefined) | -14
109 | O=C(NCCN1CCOCC1)NC1(C(F)(F)F)Oc2ccccc2O1 | -11

In a second layout: entries from further up
(123) C=C(C(=O)c1ccccc1)C(C)CC(=O)c1ccccc1 (centres undefined)
  ARNT TACC3 PPI: -20
(124) Cc1cc(NC(=O)COC(=O)C2CCN(S(=O)(=O)c3cccc(Cl)c3Cl)CC2)no1
  ARNT TACC3 PPI: -10

The listing continues:
item | Structure | ARNT TACC3 PPI
126 | CC(=O)Nc1ccc(N=Nc2ccccc2)cc1 | 4
127 | O=C(/C=C/c1ccc(Cl)cc1Cl)Nc1ccncc1 | -11
128 | CCN(CC)S(=O)(=O)c1ccc(NC(=O)C(OC)c2ccccc2)cc1 (centres undefined) | -1
129 | NC(=NCCc1c[nH]c2ccccc12)NS(=O)(=O)c1ccc2ccccc2c1 | 11
130 | O=C(/C=C/c1ccccc1)NC(=S)Nc1ccc(N2CCOCC2)cc1 | 3
131 | CCOC(=O)Cc1csc(N/C(=N/S(=O)(=O)c2ccc(F)cc2F)c2ccccc2)n1 | -6

This is a subset. The share of hits here may be higher or lower than overall.
